Screening data deposited in PubChem BioAssay by several laboratories.
HIF activator: HIF pathway transcriptional activation. U2OS HRE-luciferase reporter, luminescence; normalized: DMSO 0%, desferrioxamine 100%. hit rate 0.32% among 300,000. activation, % at 7.5 µM (by protocol);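 active = mean activation of at least 10% of the iron chelator positive control signal, with at least half of replicates also reaching 10%; inconclusive = mean and replicate majority disagree about reaching 10%; inactive = mean and most replicates under 10%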
aSyn UTR inh: MLPCN primary screen, SNCA 5' untranslated region | hit rate 0.82% among 300,000 | inhibition, % (tested at 7.5 µM) | AID 1813 | alpha-synuclein 5'UTR reporter, inhibitor activity; in the data active = inhibition above about 60%; inconclusive = no clear call, values can overlap the other calls;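 note: H4 neuroglioblastoma cells stably carrying SNCA 5'UTR luciferase fusion; 0% = DMSO wells and 100% = positive control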
IEC-6 cytotox: IEC-6 cytotoxicity, counter-screen for KLF5 inhibitors | inhibition, % at 5 µM | hit rate 0.78% among 290,000 | luminescence viability; in the data active = inhibition above about 22%;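 note: 0% = plate median of test compound wells and 100% = cytotoxic reference compound wells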
KLF5 inhibitor: inhibitors of KLF5 expression. DLD-1 KLF5 promoter-luciferase reporter, luminescence. hit rate 0.23% among 290,000. inhibition, % at 5 µM;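 active = inhibition above a per-plate limit of that plate's mean compound inhibition plus 3 SD, cut at about 60% in these data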;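 note: 0% = DMSO wells and 100% = LY294002 at 200 µM; higher means less KLF5 promoter-driven luciferase light; inactives centre near -14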
AI-2 QS modul: modulates the Vibrio harveyi AI-2 quorum sensing system; Vibrio harveyi JMH597 AI-2 luminescence/OD600 ratio, 9 h; hits give low values; strain lacks LuxN and CqsS sensors; 0 = neutral-control median; hit rate 0.4% among 300,000; activity change, % at 7.5 µM; in the data active = activity change below about -75%, passing the limit was not always enough; inconclusive = no clear call, values can overlap the other calls;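 note: luminescence divided by OD600 gain over 9 h not by final OD600 alone; inactives centre near 13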
HSF1 inhib: HSF1 inhibition. NIH3T3-HGL HSE-luciferase, MG132-induced, luminescence 8 h; hits give low values. activity change, negative = inhibition, % at 7.5 µM (by protocol). hit rate 0.77% among 300,000. AID 2098;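 active = more than half of replicate wells show activity change below -50%, luminescence cut by over half; inconclusive = some wells, but at most half, below -50%; inactive = no replicate well below -50%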;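 note: luciferase reports HSF-1 transcriptional activity via heat shock element; 0% = median of DMSO wells and -100% = zero luminescence signal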
HSF1 activator: increases HSF-1 driven luciferase reporter signal; NIH3T3-HGL HSF-1 luciferase reporter, MG132, 8 h; 100% = twice DMSO control signal; activation, % at 9 µM; hit rate 1.7% among 300,000; AID 504408;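 active = mean replicate activation of at least 50% with a set share of replicates each reaching 50%; inconclusive = only one of those two conditions met; inactive = mean below 50% and too few replicates reaching it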;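 note: 0% = median of the neutral control wells and 100% = twice that signal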
GSK3B inh: blocks human GSK3beta kinase activity; GST-GSK3beta kinase, ADP-Glo luminescence, 60 min; hits give low values; activity score (negative = inhibition), % at 10 µM; hit rate 0.038% among 300,000; AID 2097;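 active = more than half of replicate wells score below -50%, meaning over 50% inhibition versus plate controls; inconclusive = some replicates but at most half score below -50%; inactive = no replicate scores below -50%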;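 note: 0% = median DMSO wells and -100% = median GW8510 positive control wells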
Target sequence (P49841 whole entry, looked up): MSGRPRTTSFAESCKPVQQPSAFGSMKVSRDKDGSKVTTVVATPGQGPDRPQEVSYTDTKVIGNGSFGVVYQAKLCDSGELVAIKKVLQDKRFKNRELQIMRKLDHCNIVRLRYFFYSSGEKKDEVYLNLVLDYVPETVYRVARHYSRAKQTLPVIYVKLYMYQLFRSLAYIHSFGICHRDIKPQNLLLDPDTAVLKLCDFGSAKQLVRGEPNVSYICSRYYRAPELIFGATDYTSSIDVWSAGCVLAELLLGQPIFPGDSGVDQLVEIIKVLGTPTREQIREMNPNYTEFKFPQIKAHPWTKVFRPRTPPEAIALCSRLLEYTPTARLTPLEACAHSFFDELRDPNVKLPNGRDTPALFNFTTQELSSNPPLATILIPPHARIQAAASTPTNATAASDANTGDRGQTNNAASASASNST
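Assay system: GST-fused GSK3beta enzyme, cell-free / Medium: Tris pH 7.5 buffer with MgCl2, DTT, BSA, heparin / Also added: peptide substrate plus 25 µM ATP (final) / Compound: 10 µM single point / Timing: kinase reaction with compound 60 min at room temperature / Detection: ADP-Glo luminescence / Benchmarks: DMSO neutral wells and GW8510 at 20 µM as positive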
GSK3 alpha inh: inhibitors of human GSK-3 alpha kinase. AID 2650. ADP-Glo luminescence, 60 min. inhibition, % at 10 µM. P49840. hit rate 0.1% among 320,000;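 in the data active = inhibition above about 50%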;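 note: GST-tagged GSK-3 alpha with peptide substrate and 25 µM ATP; 0% = DMSO neutral wells and 100% = GW8510 positive control wells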
Target sequence (P49840 whole entry, looked up): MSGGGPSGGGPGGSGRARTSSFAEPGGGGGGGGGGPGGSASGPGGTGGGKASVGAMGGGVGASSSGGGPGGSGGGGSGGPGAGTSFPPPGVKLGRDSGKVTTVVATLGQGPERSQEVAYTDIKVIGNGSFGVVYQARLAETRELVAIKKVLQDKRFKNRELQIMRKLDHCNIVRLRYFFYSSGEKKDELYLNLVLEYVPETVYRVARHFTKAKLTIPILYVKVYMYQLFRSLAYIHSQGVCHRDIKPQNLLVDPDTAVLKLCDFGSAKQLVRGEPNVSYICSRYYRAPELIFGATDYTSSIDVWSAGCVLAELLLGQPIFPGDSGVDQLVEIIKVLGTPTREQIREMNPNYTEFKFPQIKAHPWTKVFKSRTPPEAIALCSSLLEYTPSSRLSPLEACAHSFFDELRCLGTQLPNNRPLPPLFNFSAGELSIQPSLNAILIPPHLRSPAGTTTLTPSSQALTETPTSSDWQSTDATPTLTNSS
HSP90 refold inh: blocks HSP90-mediated luciferase refolding in reticulocyte lysate. inhibition, % at 5.6 µM. AID 1789. hit rate 0.91% among 290,000. Rabbit reticulocyte lysate, luciferase refolding luminescence, 3 h;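 active = inhibition above the screen-wide mean plus 3 SD, computed separately per campaign, cut at about 16% in these data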;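 note: 0% = DMSO wells and 100% = 60 µM geldanamycin wells; inhibitors lower the luminescence because luciferase stays unfolded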
* = called active by the depositor; ? = inconclusive; nt = no result given.

smiles	KLF5 inhibitor	HIF activator	HSP90 refold inh	GSK3 alpha inh	HSF1 activator	HSF1 inhib	IEC-6 cytotox	AI-2 QS modul	GSK3B inh	aSyn UTR inh
COCCN(CC(=O)NC1CCCCC1)C(=O)c1csnn1	9	-0.4	-1	-1	8	-1	-2	21	1	-27
COc1ccc(S(=O)(=O)NN(C)c2nc(C(F)(F)F)nc3ccccc23)cc1	-13	0.4	1	4	-4	-8	3	15	-3	-4
Cc1snc(SCC(=O)N/N=C(\N)COc2ccc(F)cc2)c1C#N	-16	-0.8	2	-1	4	8	-8	14	-1	-2
COc1ccc(OCC(=O)Nc2ccccc2C(=O)NC(C)C)cc1	7	0.0	0	3	-15	-7	-2	10	-1	-2
Cc1ccc(-n2c(C(C)C)nc3oc4ccccc4c(=O)c3c2=O)cc1	-23	2.8	-4	0	41	12	4	nt	1	-111
CN1CC(c2ccccn2)C2(SC(=S)N(Cc3ccccc3)C2=O)C12C(=O)Nc1ccccc12 (stereo not drawn)	-15	-0.2	4	-4	17	10	14	41	2	-45
COc1cc(OC)cc(C(=O)NNC(=O)C(=O)Nc2cc(OC)c(Cl)cc2OC)c1	21	0.1	-5	-2	-2	-5	14	36	1	6
CCOc1ccccc1Nc1nc(N)nc(CN(C)C2CCCCC2)n1	-6	nt	0	0	nt	nt	-2	nt	nt	nt
Oc1ccccc1/C=N/NC(=S)NCCc1ccccc1	-35	3.5	-5	-1	30	20	2	26	0	-52
CCCn1c(SCC(=O)Nc2nc(-c3ccc(OC)cc3)cs2)nc2c1c(=O)n(C)c(=O)n2C	-30	0.6	0	-2	4	6	2	10	-2	-7
COc1ccc2oc(C(=O)N3CCN(C(=O)c4ccco4)CC3)c(C)c2c1	nt	0.0	nt	0	17	3	nt	11	1	14
CCn1c(=O)c2sccc2n2c(CCCC(=O)N3CCN(c4ccccn4)CC3)nnc12	4	0.8	-5	1	-3	-11	3	29	1	-3
COCCCN(C(=S)NC(=O)c1ccc(Br)cc1)c1c(N)n(Cc2ccccc2)c(=O)[nH]c1=O	11	1.3	3	-4	17	19	-4	8	-7	4
COc1ccc(-c2csc3ncnc(N4CCN(c5cccc(OC)c5)CC4)c23)cc1	-37	-0.5	-2	-3	39	16	0	14	5	23
CC1(C)C=Cc2cc(-c3coc4cc(O)cc(O)c4c3=O)cc(O)c2O1	nt	2.4	nt	7	-1	4	nt	-1	2	-149

An excerpt of these results, as labelled records.
canonical_smiles: COc1ccc2oc(C(=O)N3CCN(C(=O)c4ccco4)CC3)c(C)c2c1
  KLF5 inhibitor: nt
  HIF activator: 0.0
  HSP90 refold inh: nt
  GSK3 alpha inh: 0
  HSF1 activator: 17
  HSF1 inhib: 3
  IEC-6 cytotox: nt
  AI-2 QS modul: 11
  GSK3B inh: 1
  aSyn UTR inh: 14

canonical_smiles: CCOc1ccccc1Nc1nc(N)nc(CN(C)C2CCCCC2)n1
  KLF5 inhibitor: -6
  HIF activator: nt
  HSP90 refold inh: 0
  GSK3 alpha inh: 0
  HSF1 activator: nt
  HSF1 inhib: nt
  IEC-6 cytotox: -2
  AI-2 QS modul: nt
  GSK3B inh: nt
  aSyn UTR inh: nt

canonical_smiles: COc1cc(OC)cc(C(=O)NNC(=O)C(=O)Nc2cc(OC)c(Cl)cc2OC)c1
  KLF5 inhibitor: 21
  HIF activator: 0.1
  HSP90 refold inh: -5
  GSK3 alpha inh: -2
  HSF1 activator: -2
  HSF1 inhib: -5
  IEC-6 cytotox: 14
  AI-2 QS modul: 36
  GSK3B inh: 1
  aSyn UTR inh: 6

canonical_smiles: COc1ccc(S(=O)(=O)NN(C)c2nc(C(F)(F)F)nc3ccccc23)cc1
  KLF5 inhibitor: -13
  HIF activator: 0.4
  HSP90 refold inh: 1
  GSK3 alpha inh: 4
  HSF1 activator: -4
  HSF1 inhib: -8
  IEC-6 cytotox: 3
  AI-2 QS modul: 15
  GSK3B inh: -3
  aSyn UTR inh: -4

Additional entries
smiles	KLF5 inhibitor	HIF activator	HSP90 refold inh	GSK3 alpha inh	HSF1 activator	HSF1 inhib	IEC-6 cytotox	AI-2 QS modul	GSK3B inh	aSyn UTR inh
Cc1nc2ccccc2n1C(=O)c1ccc(Cl)cc1[N+](=O)[O-]	-38	-1.0	0	-1	2	-8	0	5	0	-26
O=C1CCC([N+](=O)[O-])C(c2ccc(C(F)(F)F)cc2)N1 (stereo not drawn)	nt	0.3	nt	3	18	-3	nt	6	-2	-13
COc1ccc(OCc2cc(C(=O)N(C)Cc3nccn3C)no2)c2ccccc12	-30	-0.7	3	1	4	3	4	5	-4	31
COc1cc(C(=O)NC(c2ccccc2)c2ccccc2)cc(OC)c1C	8	-1.0	1	-1	8	-1	-1	33	3	0
COc1ccc(-c2cc(=O)c3c(O)c(OC)c(O)cc3o2)cc1	-189	1.5	20*	-1	23	19	8	31	3	70*
COC(=O)c1cc(C(=O)OC)cc(N2C(=O)CC(NNC(=O)c3ccccc3Br)C2=O)c1 (stereo not drawn)	9	-1.4	2	-7	-8	-11	-1	10	1	7
Cc1ccccc1NC(=O)Cc1nc(COC(=O)c2cc([N+](=O)[O-])ccc2NCCO)cs1	nt	0.2	nt	-3	-7	3	nt	21	1	22
CCCS(=O)(=O)c1cnc(C2COc3ccccc3O2)nc1N (stereo not drawn)	98*	-0.6	93*	2	-83	-80*	12	12	-2	68*
COc1ccc(S(=O)(=O)N2CCOCC2)cc1NC(=O)CSc1n[nH]c(C(C)C)n1	3	-0.1	1	-2	16	10	1	13	-1	0
COc1ccc(Nc2nnc(SCc3cc([N+](=O)[O-])cc4c3OCOC4)s2)cc1	-34	-0.1	-2	-2	24	18	-15	28	1	-6
O=C(NCc1ccccc1)C(c1ccco1)N(C(=O)c1cnccn1)c1ccc(F)cc1 (stereo not drawn)	-10	-0.4	2	nt	-60	?	-3	39	1	-1
Cc1ccc(C)c(NC(=O)C(=O)NCCCN2CCOCC2)c1	-17	-0.1	2	1	-6	-3	4	8	3	-10
CCOc1ccc(C(=O)C2CCN(C(=O)c3ccc([N+](=O)[O-])cc3)CC2)cc1	-29	0.7	0	-2	6	3	3	-11	-2	11
CCOC(=O)N1CCN(CC(=O)c2c(C)[nH]c3ccccc23)CC1	-16	-0.1	5	0	9	0	-3	11	2	3
Cc1cc2cc(CNC(=O)Cc3cccs3)ccc2n1C	nt	-0.6	nt	1	9	7	nt	39	-1	-48
COC(=O)c1ccc(COc2ccc(Cl)cc2)o1	-30	0.3	-3	0	24	3	2	4	-1	-48
Cn1c(NC(=O)c2ccc(C(C)(C)C)cc2)cc(=O)n(C)c1=O	2	nt	-1	-2	nt	nt	1	nt	nt	nt
CCC(C(=O)OCC(=O)c1ccc2c(c1)NC(=O)CO2)c1ccccc1 (stereo not drawn)	-35	-0.2	-1	0	9	4	1	10	-2	4
CCCCNC(=O)NS(=O)(=O)c1ccc(C(=O)OC(C)C)o1	2	0.0	7	-4	-4	-8	-2	18	2	-4
COc1ccc(N(C)C(=O)CN(C)S(=O)(=O)c2ccc3c(c2)c(=O)n(C)c(=O)n3C)c(OC)c1	-28	-0.3	-1	0	-54	-44	1	17	-1	-7
Cc1cc(C(=O)N(C)CC(=O)Nc2cccc(F)c2)no1	nt	-0.4	nt	-1	-2	-5	nt	-14	-2	1
COc1cc(/C=N/NC(=O)c2sc3nc(C)cc(C)c3c2N)ccc1O	-25	-0.2	-1	4	11	-4	1	13	-1	1
Nn1c(=S)[nH]c2sc3c(c2c1=O)CCCC3	nt	0.7	nt	-4	0	-2	nt	-6	7	-5
O=C(OCc1cc2ccccc2[nH]c1=O)c1cccnc1	31	0.9	1	3	-13	-4	9	17	-2	-13
CC(Oc1ccc(Br)cc1)C(=O)Nc1ccncc1 (stereo not drawn)	-25	-0.4	0	1	-6	-5	4	19	0	2
COC(=O)[C@@]1(Cc2ccc(OC)cc2)[C@H]2c3cc(C(=O)N(C)C)n(CCSCCO)c3C[C@H]2CN1C(=O)c1ccccc1	-18	nt	1	-3	nt	nt	1	nt	nt	nt
COc1cc(CCC(=O)NNC(=O)c2ccc(C)cc2)cc(OC)c1OC	-13	-0.2	0	0	-13	-10	4	5	-4	1
c1ccc(-c2cc3c(N4CCCC4)ncnc3s2)cc1	5	-0.6	3	-2	-1	-4	0	17	-3	37
CS(=O)c1ccccc1-c1nc(-c2cccc(Cl)c2)no1 (stereo not drawn)	-10	1.4	7	-1	32	19	6	24	2	-144
O=C(Nc1cccc(NC(=O)c2ccco2)c1)c1cccc(Br)c1	-21	0.1	0	-2	-14	-11	6	11	3	6
Cc1ccc(CCNC(=O)C2CC(=O)N(CCc3ccccc3)C2)cc1 (stereo not drawn)	0	-0.3	-2	-1	5	6	5	10	-1	3
O=C(CCCOc1ccccc1)Nc1ccncc1	-14	0.1	-1	0	2	-3	-1	24	-4	-20
Cn1c(=O)oc2cc(S(=O)(=O)NC3CCCc4ccccc43)ccc21 (stereo not drawn)	-58	-0.1	-2	-2	2	3	-2	32	-1	15
Cc1nc(C(=O)NC2CC2)sc1C1(C)CC(c2cccc([N+](=O)[O-])c2)=NO1 (stereo not drawn)	nt	-0.3	nt	1	-5	-8	nt	13	1	19
Cc1c(NS(=O)(=O)c2ccc(N3CCN(C)CC3)c([N+](=O)[O-])c2)c(=O)n(-c2ccccc2)n1C	-12	-0.4	-2	0	-9	-1	-3	-6	-6	16
CCCC(=O)OCC(=O)Nc1ccc(N=Nc2ccccc2)cc1	-150	nt	-3	-1	nt	nt	-2	nt	nt	nt
